aSyn yeast inh: rescues yeast growth from alpha-synuclein toxicity. Yeast expressing alpha-synuclein, growth rescue, BacTiter-Glo, 24 h. Potency, µM (series often up to 46.1 µM), inactives show top-dose growth rescue (activation), most hits filed as activators. 0.14% of 370,000 active. AID 652106; also: potency is read from the fitted curve at half-maximal effect; % of control where 0% means no effect; nearly all actives have a fitted effect of over 65% in size
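Readout is rescue of growth in alpha-synuclein-expressing yeast, so inhibitors of toxicity appear as activators. Growth after 24 hr at 30 deg C in galactose medium is quantified by luminescence.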
KB-V1 MDR tox: kills drug-selected multidrug resistant KB-V1 cells; 3.4% of 400,000 active; KB-V1 MDR cells viability, CellTiter-Glo, 72 h; AID 1347076; Potency, µM (titrated, usually from 46.1 µM), for the others: top-dose activity change, negative = cytotoxicity, usual class: cytotoxic; also: potency is read from the fitted curve at half-maximal effect; % is scaled to controls: 0 for no effect and ±100 for the full control effect; nearly all actives have a fitted effect of over 60% in size
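KB-V1 cells (P-gp-expressing MDR subline of KB-3-1) in phenol-red-free DMEM with 10% FBS were exposed to library compounds over a concentration series for 72 h at 37 degrees C. Viability read by CellTiter-Glo luminescence; concentration-effect curves fitted after normalization.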
PTHR1 agonist: activates the human parathyroid hormone receptor PTHR1; HEK293 GP2 PTHR1 cells, GloSensor cAMP luminescence, 1 h; 0.075% of 410,000 active; Q03431; Potency, µM (titrated, usually from 115 µM), inactives show at the highest dose activation, actives largely listed as activators; also: potency is read from the fitted curve at half-maximal effect; nearly all actives have a fitted effect of over 55% in size; some results filed as inactive show a strong effect at the top dose; inactives centre near -15; many of its hits are not listed in these tables
Target sequence (Q03431 whole entry, looked up): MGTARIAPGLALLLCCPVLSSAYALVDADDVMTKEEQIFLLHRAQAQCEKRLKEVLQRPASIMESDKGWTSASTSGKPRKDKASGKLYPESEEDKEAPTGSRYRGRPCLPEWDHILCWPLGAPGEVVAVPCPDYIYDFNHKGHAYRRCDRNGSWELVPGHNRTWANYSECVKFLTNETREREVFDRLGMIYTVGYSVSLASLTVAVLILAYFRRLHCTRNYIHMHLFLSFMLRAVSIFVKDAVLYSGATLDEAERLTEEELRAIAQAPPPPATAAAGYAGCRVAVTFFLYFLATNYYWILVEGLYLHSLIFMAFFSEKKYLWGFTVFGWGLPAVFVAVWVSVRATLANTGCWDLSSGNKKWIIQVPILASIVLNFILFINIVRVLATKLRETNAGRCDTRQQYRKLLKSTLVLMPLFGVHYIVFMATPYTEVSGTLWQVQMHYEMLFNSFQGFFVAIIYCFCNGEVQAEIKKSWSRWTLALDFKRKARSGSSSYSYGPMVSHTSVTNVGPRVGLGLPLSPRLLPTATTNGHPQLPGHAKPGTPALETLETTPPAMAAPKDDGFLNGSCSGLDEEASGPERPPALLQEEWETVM
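HEK-293-derived GP2 cells expressing PTHR1 and a GloSensor cAMP reporter, 3,000/well, plated overnight, given luciferin plus IBMX (each 0.5 mM as added) for 1 h at 37 °C, then compound for 1 h at 37 °C. Luminescence was read after 15 min at room temperature.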
DRD3 agonist: D3 dopamine receptor (human) agonism; P35462; D3R DiscoveRx beta-arrestin cells, luminescence, 90 min; max activation, %; 0.58% of 410,000 active; in the data active = max activation above about 30%; also: 0% is about no effect; mostly tested at two doses, the higher about 12 µM
Target sequence (P35462 whole entry, looked up): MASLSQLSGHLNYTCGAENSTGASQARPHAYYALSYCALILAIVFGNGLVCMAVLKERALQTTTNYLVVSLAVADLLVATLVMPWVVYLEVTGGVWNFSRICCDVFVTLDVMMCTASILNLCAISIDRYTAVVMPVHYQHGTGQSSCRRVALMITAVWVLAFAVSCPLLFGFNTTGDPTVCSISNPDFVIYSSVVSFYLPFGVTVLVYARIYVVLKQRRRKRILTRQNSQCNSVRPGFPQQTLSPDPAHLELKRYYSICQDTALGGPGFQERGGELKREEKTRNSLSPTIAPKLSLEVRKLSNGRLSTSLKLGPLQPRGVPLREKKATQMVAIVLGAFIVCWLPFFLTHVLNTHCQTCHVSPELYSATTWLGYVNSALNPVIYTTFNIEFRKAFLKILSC
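Cells at 1500/well, incubated overnight, then treated with pinned compounds (dopamine as control) for 90 min at 37 degrees C. DiscoveRx reagent added for 30 - 60 minutes at room temperature; luminescence read.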
GLP1R inv ag: inverse agonists of human GLP-1 receptor; P43220; HEK293 GLP-1R CRE-luciferase, luminescence, 24 h; GLP-1R form is constitutively active; Potency, µM (highest dose often 38.3 µM), for the others: top-dose activity change, negative = inhibition, most hits filed as inhibitors; 1.6% of 410,000 active; also: potency is read from the fitted curve at half-maximal effect; % is scaled to controls: 0 for no effect and ±100 for the full control effect; nearly all actives have a fitted effect of over 55% in size
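Stable HEK293 clone (constitutively active GLP-1R + cAMP-response luciferase); 200 cells/uL plated, 12 h pre-culture, compound 24 hr, 37 deg C/5% CO2; detection reagent 12 min RT; luminescence.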
TDP43 rescue: inhibitors of TDP-43 toxicity in yeast; TDP-43 expressing yeast growth rescue, BacTiter-Glo, 24 h; Potency, µM (series often up to 46.1 µM), for the others: at the highest dose growth rescue (activation), most hits filed as activators; 1.8% of 410,000 active; also: potency is read from the fitted curve at half-maximal effect; % of control where 0% means no effect; nearly all actives have a fitted effect of over 50% in size
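Readout is BacTiter-Glo luminescence of cell growth, so inhibitors register as activators. TDP-43-expressing yeast at OD600=0.02 in galactose medium, after raffinose pregrowth to mid-log, were incubated with compound for 24 hr at 30 deg C.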
GLP1R cytotox: cytotoxicity counter-screen for GLP-1 receptor inverse agonists. HEK293 cAMP-luciferase reporter cells, luminescence, 24 h. Potency, µM (titrated, usually from 38.3 µM), for the others: at the top dose activity change, negative = inhibition, most hits filed as inhibitors. 0.13% of 410,000 active;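 also: loss of luciferase light is scored as toxicity; potency is read from the fitted curve at half-maximal effect; % is scaled to controls: 0 for no effect and ±100 for the full control effect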
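MLSMR compounds, 24 hr on cells at 37 deg C/5% CO2; luminescence after luciferase reagent (12 min RT). Inhibition counted as the undesired cytotoxic outcome.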
DRD3 antagonist: antagonists of human D3 dopamine receptor. P35462. D3R cells, DiscoveRx beta-arrestin luminescence, antagonist mode; hits give low values. max response, negative = inhibition, %. 2.5% of 360,000 active. AID 652054; in the data active = max response below about -50%; inconclusive = no clear call, values can overlap the other calls; also: % is scaled to controls: 0 for no effect and ±100 for the full control effect; mostly tested at two doses, the higher about 12 µM
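Cells expressing the human receptor were seeded at 1500 cells/well, incubated overnight at 37 degrees C in 5% CO2, then exposed to library compounds with dopamine controls for 90 minutes at 37 degrees C before luminescent detection.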
GLP1R ag: agonists of human GLP-1 receptor. 0.007% of 380,000 active. P43220. HEK293 GLP-1R CRE-luciferase, luminescence, 4-6 h; cells express a hypersensitive GLP-1R form. AID 624172. Potency, µM (doses to about 45.6 µM), without a hit: top-dose activation, usual class: activators; also: potency is read from the fitted curve at half-maximal effect; % of control where 0% means no effect
Starred values were filed as active, the others as inactive; i = inactive; ? = inconclusive; . = not tested or not shown; [ ] = remark or other dose. Unless noted, calls follow the shape of the dose curve; as a rule, active = well fitted curve in the direction sought with a large enough effect; inconclusive = small, poorly fitted or top-dose-only effect, or another doubt; inactive = no such curve, though single readings can be large; an effect the other way counts as inactive or inconclusive.

SMILES	aSyn yeast inh	KB-V1 MDR tox	PTHR1 agonist	DRD3 agonist	GLP1R inv ag	TDP43 rescue	GLP1R cytotox	DRD3 antagonist	GLP1R ag
N#CCCN(C(=O)COC(=O)/C=C/c1cccs1)c1ccccc1	4.1%	4.9%	i	0.0	-8.9%	-4.7%	-10.2%	-3.4	6.5%
COCCN(C(=O)C1=COCCO1)c1c(N)n(CC(C)C)c(=O)[nH]c1=O	-0.1%	0.0%	i	-7.1	-0.3%	14.7%	1.5%	2.1	1.9%
Cc1cc(OCC(=O)N(Cc2ccccc2)C2CCS(=O)(=O)C2)ccc1Cl (stereo unspecified)	4.2%	-12.1%	-5.5%	5.3	?	19.4%	-1.5%	1.5	4.7%
CN(CC(=O)Nc1cc(Cl)ccc1C#N)C1CCS(=O)(=O)C1 (stereo unspecified)	-0.5%	-15.7%	-32.4%[inhibitor]	2.5	-8.1%	5.5%	2.3%	4.6	-0.2%
O=C(c1cnn2cccnc12)N1CCN(c2ccccc2)CC1	7.1%	-14.5%	-13.6%	-2.9	2.7%	-5.1%	17.3%	-0.3	-3.7%
O=C1CCN(Cc2ccc(Br)cc2)CCN1CCO	-4.3%	25.6%	-0.1%	-4.2	-16.9%	-5.8%	3.8%	-5.7	0.3%
Cc1ccc(SCCC(=O)OCC(=O)Nc2ccc(C(N)=O)cc2)cc1	-4.0%	?	-6.7%	0.5	5.6%	5.1%	10.8%	-3.3	-0.3%
CCC(C)c1ccccc1O (stereo unspecified)	7.7%	-1.0%	-19.8%	8.2	11.4%	4.1%	5.9%	0.0	-0.1%
Cc1ccc(S(=O)(=O)N2CCN(C(=O)C(C)Cn3nc(C)c(C)c3C)CC2)cc1 (stereo unspecified)	-9.1%	5.8%	i	7.7	24.5%	0.8%	5.3%	4.6	9.8%
Cc1c(NC(=O)c2cc(CC(C)C)on2)c(=O)n(-c2ccccc2)n1C	2.1%	-5.6%	8.6%	3.4	1.5%	12.2%	-9.4%	24.6	-0.1%
CC(C)[C@H](NC(=O)c1c(F)cccc1F)C(=O)N1CCN(c2ccc(F)cc2)CC1	-25.7%	?	i	5.2	-19.5%	-23.8%	-18.4%	3.2	7.6%
NC(=O)CSc1nnc(COc2ccccc2)n1N	-1.3%	0.6%	-31.0%[inhibitor]	0.2	0.2%	12.3%	6.9%	1.0	-1.4%
COc1ccccc1C(=O)NC(=O)COC(=O)c1ccc(Cl)nc1	6.6%	0.9%	-6.7%	6.5	9.2%	21.7%	-1.5%	4.8	-20.9%
O=C(CCCOc1ccc(Cl)cc1)NC1CCCCC1	11.7%	28.1%	-93.7%[inhibitor]	-7.3	-4.2%	2.1%	-5.4%	-3.4	9.0%
CN(C(=O)COc1cc(C(F)(F)F)nn1C)c1ccccc1	7.8%	-7.7%	i	-2.7	7.4%	3.3%	1.8%	-3.3	-5.7%
O=c1ccc2cc(S(=O)(=O)N3CCN(c4ccccc4F)CC3)ccc2o1	7.7%	?	i	6.0	12.7%	0.6%	13.1%	-0.2	-0.7%
COc1cccc(C(C(=O)NC(C)(C)C)N(CCC(C)C)C(=O)CCC(=O)Nc2cc(C)on2)c1OC (stereo unspecified)	-1.5%	-9.4%	i	-7.2	-28.0%	-11.4%	0.7%	9.9	5.7%
COc1ccc(CNC(=O)C(C)N2CCN(c3ccc(C(C)=O)cc3)CC2)cc1 (stereo unspecified)	0.0%	-1.8%	i	-3.4	6.6%	-19.0%	-20.2%	-3.3	14.1%
C=CCN1C(=O)/C(=C/c2ccsc2)SC1=S	-5.7%	?	-12.7%	6.5	1.0%	12.5%	-6.0%	4.0	4.8%
COc1ccc(NC(=O)C2CCC(=O)N2)cc1 (stereo unspecified)	-4.1%	1.3%	-13.5%[57.5 µM]	1.5	-9.2%	-13.7%	2.4%	-3.6	4.9%

Sorted by count of non-hydrogen atoms (highest first): 3 of the compounds above
SMILES	aSyn yeast inh	KB-V1 MDR tox	PTHR1 agonist	DRD3 agonist	GLP1R inv ag	TDP43 rescue	GLP1R cytotox	DRD3 antagonist	GLP1R ag
CC(C)[C@H](NC(=O)c1c(F)cccc1F)C(=O)N1CCN(c2ccc(F)cc2)CC1	-25.7%	?	i	5.2	-19.5%	-23.8%	-18.4%	3.2	7.6%
COc1ccc(CNC(=O)C(C)N2CCN(c3ccc(C(C)=O)cc3)CC2)cc1 (stereo unspecified)	0.0%	-1.8%	i	-3.4	6.6%	-19.0%	-20.2%	-3.3	14.1%
Cc1cc(OCC(=O)N(Cc2ccccc2)C2CCS(=O)(=O)C2)ccc1Cl (stereo unspecified)	4.2%	-12.1%	-5.5%	5.3	?	19.4%	-1.5%	1.5	4.7%

Other entries:
SMILES	aSyn yeast inh	KB-V1 MDR tox	PTHR1 agonist	DRD3 agonist	GLP1R inv ag	TDP43 rescue	GLP1R cytotox	DRD3 antagonist	GLP1R ag
COc1ccc(N2CCN(C(=O)CSc3nc(-c4ccccc4)no3)CC2)cc1	.	0.2%	5.3%	-10.3	-0.6%	-1.4%	-2.3%	.	.
C=CCn1c(SCC(=O)Nc2ccc3c(c2)CCC3)nc2ccccc2c1=O	-1.1%	-24.6%	-14.5%	0.6	1.4%	-6.0%	1.0%	6.8	11.2%
COc1cc(NC(=O)c2ccccc2)c(OC)cc1NC(=O)Cc1cccs1	-1.1%	-16.2%	-11.5%	4.2	?	-24.6%	-15.2%	21.0	13.0%
CCCCOc1cc(C)nc(NCc2ccccc2)n1	13.8%	?	-28.2%[57.5 µM]	2.2	?	9.4%	-19.3%	-20.7	32.3%
CCN(CC)c1ccc(NS(=O)(=O)c2cc(-c3cc(C)no3)ccc2C)c(C)c1	.	?	-70.5%[inhibitor]	-16.7	?	-14.9%	11.4%	.	.
CSc1nc(=O)n(-c2ccccc2)c(C)c1C(C)=O	0.3%	-12.6%	-11.8%[57.5 µM]	33.6*	0.0%	18.0%	5.9%	16.9	-11.5%
C=CCNC(=S)Nc1ccc(Br)cc1F	-11.8%	-16.5%	-49.4%[inhibitor]	-0.6	?	?	-52.7%	16.8	-7.5%
CN1CCN(C(CNC(=O)Nc2ccc(Cl)cc2)c2ccc(F)cc2)CC1 (stereo unspecified)	-1.7%	?	i	-14.3	?	-0.3%	-16.1%	-7.0	10.6%
COC(=O)c1cc(NC(=O)CSc2nncn2C)cc(C(=O)OC)c1	2.2%	24.5%	i	-1.7	1.0%	-11.2%	-2.3%	-3.6	-5.9%
Cc1ccc(-c2oc3ccccc3c(=O)c2O)cc1	3.4%	?	i	5.8	?	4.5%	-4.0%	1.6	-3.7%
COc1ccccc1Nc1nc(-c2cccc([N+](=O)[O-])c2)cs1	-20.1%	-28.5%	-37.3%[inhibitor]	-5.0	?	22.4µM*	8.6%	16.1	-1.5%
COc1ccc(-c2noc(N3CCN(c4cccc(Cl)c4)CC3)n2)cc1OC	.	?	i	6.7	3.1%	16.5%	-8.2%	.	.
O=C(Cc1ccccc1)NC1CCN(Cc2ccccc2)CC1	-3.3%	-26.7%	i	-17.3	-17.6%[7.66 µM]	-0.6%[9.22 µM]	0.4%[7.66 µM]	?	0.1%
O=C(Nc1ncc2c(n1)CC(c1ccc(Cl)cc1)CC2=O)c1ccco1 (stereo unspecified)	-1.1%	?	-19.7%	-4.9	?	28.1%	-3.0%	-10.7	1.6%
CNC(=S)N1CCC(Cc2ccccc2)CC1	2.0%	19.7%	-3.0%	1.1	-8.6%	4.1%	2.0%	-9.3	0.6%
c1ccc(-c2csc(NC3CCCCC3)n2)cc1	-6.4%	14.3%	-22.3%	-2.2	?	?	5.0%	6.7	24.4%
Cc1cc(C)nc(N2CCCC(C(=O)Nc3nnc(C(C)(C)C)s3)C2)n1 (stereo unspecified)	-1.8%	?	-10.5%	-3.4	-8.4%	-9.4%	-6.3%	-8.5	-0.8%
COc1ccc(N2CCN(C(=O)COc3ccc4c(C)cc(=O)oc4c3)CC2)cc1	-0.4%	?	-12.1%	-1.8	0.7%	22.5%	6.1%	13.6	-0.2%
CCCCN(Cc1ccccc1)C(=O)C1CCN(S(=O)(=O)c2c(C)noc2C)CC1	0.9%	-12.5%	-8.0%[57.5 µM]	2.9	0.0%	-20.2%	13.2%	?	4.0%
CCO[C@H]1OC(C(=O)N2CCN(C)CC2)=C[C@@H](c2coc3ccccc3c2=O)[C@@H]1CCCO	1.1%	14.7%	i	14.9	7.0%	8.4%	-8.3%	1.6	-0.8%
O=C(NCc1ccccc1Cl)c1ccc2c(O)c(S(=O)(=O)c3ccccc3)c(=O)[nH]c2c1	.	-4.8%	-17.4%	-1.4	13.5%	13.0%	-4.9%	.	.
Cc1ccc(S(=O)(=O)NCC(=O)NCC2COc3ccccc3O2)cc1C (stereo unspecified)	-3.7%	0.2%	-17.8%	-6.5	-2.3%	5.2%	3.6%	0.0	-1.6%
O=C(CCc1ccccc1)Nc1ccc(NC(=O)C2CCCCC2)nc1	-2.0%	-3.9%	i	4.7	-9.2%	0.3%	30.2%[activator]	-1.8	1.4%
COc1ccc(C(=O)CC2(O)C(=O)N(Cc3cccc(C(F)(F)F)c3)c3ccccc32)cc1 (stereo unspecified)	?	14.6µM*	-29.6%	3.7	?	22.4µM*	-3.8%	.	2.1%
CN(C)S(=O)(=O)N1CCN(S(=O)(=O)N(C)C)CC1	-14.7%	7.1%	-23.2%[57.5 µM]	2.3	60.2%[activator]	0.8%	3.1%	9.4	?
Cc1ccc(S(=O)(=O)N2CCOCC2)cc1NC(=O)COC(=O)C1=COCCO1	4.5%	18.6%	i	7.8	0.0%	-4.8%	3.0%	-7.3	5.3%
Cc1ccc(C)c(CNC(=O)c2cnc3sc(N4CCCC4)nn3c2=O)c1	.	-11.1%	i	5.3	-2.0%	0.0%	2.2%	.	.

A portion of the library; rates above refer to the full screens.
